From PubChem BioAssay
XIAP displacement – XIAP antagonists, biochemical, IAP family, fluorescence polarization (AID 1018); XIAP BIR domain, fluorescence polarization peptide displacement; higher % means a stronger effect; displacement, % at 20 µM; hits with a dose series show IC50 in µM; 200,000 compounds, 0.007% hits; in the data active = displacement above about 50%; also: a part of the inactive calls stands beside numbers as strong as those of hits
TNAP activation fold – stimulation of alkaline phosphatase TNAP activity – biochemical, luminescent, no phosphate acceptor, uHTS, primary screen (AID 1001); 200,000 compounds, 0.03% hits; activation fold at 20 µM; hits with a dose series show EC50 in µM; purified TNAP, luminescent activation assay, no phosphate acceptor; higher activation fold means a stronger effect; in the data active = activation fold from about 3, or a potency from the dose series; inactive = the rest, 99 in 100 with activation fold below about 1.6; also: many of its hits are not listed in these tables
PMI inhibition – human PMI inhibitors, high substrate, primary screen, biochemical, fluorescence intensity, high mannose 6-phosphate (AID 1220). recombinant PMI enzyme, coupled fluorescence intensity; higher % means a stronger effect. 190,000 compounds, 0.66% hits. inhibition, % at 20 µM, or IC50 in µM where a hit was titrated
LYP inhibition – inhibitors of LYP phosphatase, biochemical, fluorescence intensity, uHTS (AID 1779). recombinant LYP phosphatase, fluorescence intensity; higher % means a stronger effect. inhibition, % at 11.5 µM; hits with a dose series show IC50 in µM. 290,000 compounds, 0.054% hits;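 also: plate controls were vehicle with enzyme for no effect and no enzyme for full effect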
KOR beta-arrestin-1 – kappa opioid receptor blockers – cell-based, luminescence, uHTS (AID 1778); KOR beta-arrestin recruitment, luminescence, antagonist mode; higher % means a stronger effect; 290,000 compounds, 0.091% hits; inhibition, % at 10 µM, or IC50 in µM where a hit was titrated; also: strong numbers were not always called active
NOD1 inhibition – inhibition of NOD1-driven NF-kB reporter – cell-based, luminescence, uHTS, primary screen (AID 1578); 290,000 compounds, 1% hits; NOD1-driven NF-kB luciferase reporter cells, luminescence; higher % means a stronger effect; one-dose inhibition, % at 4 µM; EC50 in µM for titrated hits; in the data active = inhibition mostly above about 36%, no sharp cut-off; inactive = mostly below about 34%;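 also: HEK-293T reporter cells stimulated with the NOD1 agonist gamma-tri-DAP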
human PMI inhibition – MPI enzyme activity inhibition – biochemical, fluorescence intensity, coupled assay, primary screen (AID 1209); purified PMI enzyme, coupled fluorescence intensity; higher % means a stronger effect; one-dose inhibition, % at 20 µM; IC50 in µM for titrated hits; 190,000 compounds, 0.42% hits;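 also: plate controls were DMSO vehicle for no effect and wells lacking substrate for full effect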
KOR beta-arrestin-2 – kappa opioid receptor activators – cell-based, luminescence, uHTS, primary screen (AID 1777); KOR beta-arrestin recruitment, luminescence; higher % means a stronger effect; activation, % at 10 µM, or EC50 in µM where a hit was titrated; 280,000 compounds, 0.02% hits; in the data active = activation above about 50%, passing the limit was not always enough; also: a part of the inactive calls stands beside numbers as strong as those of hits
HEK293 NOD2/NF-kB – NOD2 signaling inhibitors, cell-based, luminescence, uHTS, HEK293 (AID 1566); HEK293 NOD2/NF-kB luciferase reporter, luminescence; higher % means a stronger effect; inhibition, % at 4 µM, or EC50 in µM where a hit was titrated; 290,000 compounds, 0.63% hits; also: many of its hits are not listed in these tables
* = called active by the depositor; x = not tested or not shown; [ ] = dose if it differs, or a comment. Rule as the data show it, unless noted: active = inhibition above about 50%; inactive = the rest. The list is partial, so the mix of outcomes need not match the whole.

Below each compound: XIAP displacement | TNAP activation fold | PMI inhibition | LYP inhibition | KOR beta-arrestin-1 | NOD1 inhibition | human PMI inhibition | KOR beta-arrestin-2 | HEK293 NOD2/NF-kB
1: COc1ccccc1-c1noc(CCCC(=O)N2CCOCC2)n1
    x | x | x | -7% | -26% | -4% | x | x | -12%
2: CCOC(=O)c1cc2nc(-c3ccccc3)cc(C)n2n1
    x | x | x | -9% | 30%[20 µM] | -36% | x | -7.2% | 10%
3: Cc1ccc(S(=O)(=O)c2nc(-c3ccco3)oc2SC(C)C)cc1
    x | x | x | -2% | -30% | -49% | x | -0.5% | -4%
4: COC(=S)N/C(=N\S(=O)(=O)c1ccc(Cl)cc1)c1ccccc1
    x | x | x | -12% | -19% | -8% | x | -4.2% | 4%
5: CCN(CC(=O)NCc1cccnc1)S(=O)(=O)c1ccc(OC)cc1
    x | x | x | -11% | -6% | -7% | x | -5.0% | -1%
6: O=C(NNC(=S)Nc1ccc(Cl)cc1)c1ccccc1
    x | x | x | -6% | -4% | -38% | x | -3.3% | -15%
7: COC(=O)c1ccc(OCCOCCOc2cccc3ccc(C)nc23)cc1
    -5.1% | 1.1 | 19% | -4% | -11% | -17% | 12% | 0.4% | 7%
8: Cc1nn(Cc2ccccc2Cl)c(C)c1NC(=O)c1noc2c1CCCCC2
    -6.3% | 1 | 2% | 1% | -27% | -32% | 2% | 0.0% | 4%
9: Cc1ccc(C)c(NC(=O)CCc2nnc3ccc(N4CCCCC4)nn23)c1
    x | x | x | -12% | -6% | -18% | x | -1.5% | 21%
10: S=C(c1ccc(-c2ccccc2Cl)o1)N1CCCCC1
    2.3% | 1.1 | 2% | 6% | -8% | -41% | 11% | 2.8% | -100%
11: Cc1cc(C)c2[nH]c(=O)c(CN(Cc3ccco3)C(=S)NCC3CCCO3)cc2c1 (stereo not given)
    -6.5% | 1.1 | 8% | -2% | 18% | -14% | 21% | 4.8% | 2%
12: COc1cc2c(c(OC)c1OC)-c1ccc(NC(=O)c3ccccc3)c(=O)cc1[C@@H](NC(C)=O)CC2
    x | x | x | -2% | 15% | 4% | x | -2.3% | 10%
13: CCOC(=O)c1c(C)n(OCc2ccccc2)c2ccc3nonc3c12
    -10% | 1.1 | 14% | 1% | -13% | -8% | 18% | 2.6% | 10%
14: COc1ccc(OC)c(NC(=S)NCCN2CCOCC2)c1
    -1.9% | 1.2 | 7% | 0% | -15% | -26% | 1% | 12% | 15%
15: COc1ccc(N2CCN(CCCNC(=O)C3CCCN(S(=O)(=O)c4cnc[nH]4)C3)CC2)cc1 (stereo not given)
    -6.1% | 1.1 | 5% | -6% | -1% | 0% | 9% | 3.4% | -6%
16: Cc1cc(NC(=O)COC(=O)C2CC(=O)N(c3ccc(Br)cc3)C2)no1 (stereo not given)
    x | x | x | -9% | -31% | -20% | x | 5.7% | 12%
17: O=C(Nc1ccc2c(c1)C(=O)OC2)c1ccc(F)cc1F
    x | x | x | -3% | 3% | -9% | x | -1.1% | -10%
18: COC(=O)c1cccc(NC(=O)CC2NCCNC2=O)c1 (stereo not given)
    x | x | x | -3% | 0% | -1% | x | -4.5% | -1%
19: Cc1cc(Cl)c(S(=O)(=O)Nc2ccon2)cc1OCC(=O)NC1CCCCC1
    -4.1% | 1.2 | 7% | -2% | 20% | -24% | 2% | -2.3% | 2%
20: CC(Cc1n[nH]c(=S)n1N)c1ccccc1 (stereo not given)
    x | x | x | -9% | -4% | 3% | x | -6.4% | 25%
21: Cn1c(=O)c2c(-c3ccccc3)n(-n3cnnc3)cc2n(C)c1=O
    -12% | 1.1 | 8% | 0% | -16% | 5% | -18% | 2.0% | 7%
22: COc1ccc(-n2nnnc2SCC(=O)c2cccc(OC)c2)cc1
    -1.6% | 1.1 | 4% | -5% | 4% | 1% | 11% | 0.8% | 2%
23: O=C(COc1cccc2ccccc12)NNC(=O)[C@@H]1CCCC[C@@H]1C(=O)O
    -5.9% | 1.1 | -7% | -6% | -59% | 28% | 6% | -6.6% | 3%
24: O=C(CCCn1c(=O)c2cccn2c2cccnc21)NCCc1ccc(Cl)cc1
    x | x | x | -6% | -8% | 32% | x | -1.7% | 32%
25: CCOc1ccc(C(=O)c2nc3c(n2O)CCCC3)cc1
    -3.9% | 1.1 | 19% | 2% | -24% | -8% | 13% | 5.1% | 10%
26: CCOc1ccc(CCNC(=O)C2CC(=O)N(C3CCCC3)C2)cc1OCC (stereo not given)
    -0.5% | 1.1 | -9% | -4% | -36% | 6% | -2% | 2.7% | -1%
27: COc1ccc(NC(=O)c2cc(S(=O)(=O)N3CCOCC3)cs2)cc1
    -3.9% | 1.1 | x | -3% | -11%[20 µM] | -49% | x | x | -2%
28: Cc1ccnc(NC(=O)CCC(=O)N(CC(=O)NCc2ccccc2)Cc2ccco2)c1
    -7.8% | 1.1 | 13% | -11% | -12% | 23% | 17% | -1.6% | 14%
29: CN1CCN(/C=N/c2sc3c(c2C#N)CCCCC3)CC1
    -3.0% | 1.1 | 4% | 8% | 5% | -130% | 0% | 0.0% | -114%
30: CCOC(=O)Cn1c(S(=O)(=O)Cc2ccccc2)nc2ccccc21
    -3.6% | 1.2 | -22% | -6% | 24% | -20% | -7% | -1.3% | 10%

5 compounds from above, arranged by number of heavy atoms, ascending:
Below each compound: XIAP displacement | TNAP activation fold | PMI inhibition | LYP inhibition | KOR beta-arrestin-1 | NOD1 inhibition | human PMI inhibition | KOR beta-arrestin-2 | HEK293 NOD2/NF-kB
6: O=C(NNC(=S)Nc1ccc(Cl)cc1)c1ccccc1
    x | x | x | -6% | -4% | -38% | x | -3.3% | -15%
25: CCOc1ccc(C(=O)c2nc3c(n2O)CCCC3)cc1
    -3.9% | 1.1 | 19% | 2% | -24% | -8% | 13% | 5.1% | 10%
1: COc1ccccc1-c1noc(CCCC(=O)N2CCOCC2)n1
    x | x | x | -7% | -26% | -4% | x | x | -12%
24: O=C(CCCn1c(=O)c2cccn2c2cccnc21)NCCc1ccc(Cl)cc1
    x | x | x | -6% | -8% | 32% | x | -1.7% | 32%
28: Cc1ccnc(NC(=O)CCC(=O)N(CC(=O)NCc2ccccc2)Cc2ccco2)c1
    -7.8% | 1.1 | 13% | -11% | -12% | 23% | 17% | -1.6% | 14%

The main list resumes, starting two compounds before the break.
Below each compound: XIAP displacement | TNAP activation fold | PMI inhibition | LYP inhibition | KOR beta-arrestin-1 | NOD1 inhibition | human PMI inhibition | KOR beta-arrestin-2 | HEK293 NOD2/NF-kB
29: CN1CCN(/C=N/c2sc3c(c2C#N)CCCCC3)CC1
    -3.0% | 1.1 | 4% | 8% | 5% | -130% | 0% | 0.0% | -114%
30: CCOC(=O)Cn1c(S(=O)(=O)Cc2ccccc2)nc2ccccc21
    -3.6% | 1.2 | -22% | -6% | 24% | -20% | -7% | -1.3% | 10%
31: O=C(COC(=O)c1ccc2ccccc2c1)Nc1ncc(C(F)(F)F)cc1Cl
    -5.6% | 1.1 | 2% | -3% | -12% | -29% | 0% | 2.8% | -8%
32: Cc1c(Br)c([N+](=O)[O-])nn1CC(=O)Nc1ccc(C(N)=O)cc1
    -5.2% | 1 | -2% | -4% | 3%[20 µM] | -14% | 4% | -4.8% | 15%
33: CCOC(=O)N1CCN(C(=O)CS(=O)(=O)Cc2nc(-c3ccccc3C)oc2C)CC1
    -5.4% | 1.1 | 2% | -13% | -25% | -2% | -13% | -1.8% | 18%
34: NS(=O)(=O)c1ccc(NC(=O)CCC(=O)c2cccs2)cc1
    x | x | x | -7% | -13% | 2% | x | 10% | -22%
35: Cc1cc(C)n2cc(CSCc3ccccc3)nc2n1
    -4.9% | 1.3 | -3% | -13% | -7% | -7% | 4% | 1.3% | 11%
36: O=C(NC1CCCCC1)C(c1ccc(Cl)cc1)N(C(=O)c1cnccn1)c1ccc2c(c1)OCO2 (stereo not given)
    -5.5% | 1.1 | 8% | 0% | 34% | -1% | 7% | 3.4% | 13%
37: O=C(N/N=C/c1cc(Br)cc(Br)c1O)c1cccc(N2CCCC2=O)c1
    -1.3% | 1.2 | 7% | 5% | -20% | 5% | 0% | -2.1% | 27%
38: O=C(Cn1ccc([N+](=O)[O-])n1)NCc1cccnc1
    2.2% | 1.1 | 3% | 0% | 0% | -6% | -8% | 0.9% | -10%
39: COc1ccc(-c2noc(CCCc3ccccc3)n2)cc1OC
    4.4% | 1.1 | 23% | 4% | 38% | -33% | 24% | -3.2% | -8%
40: Cc1nc2ccccc2c2oc(C(=O)NCCN3CCN(C)CC3)cc12
    5.9% | 1.1 | -2% | -3% | 9% | -16% | 0% | -2.5% | 4%

41. CCC(C)(C)N1CC(=O)N(Cc2ccccc2)C(c2ccc(OC)cc2)C1=O (stereo not given)
42. COc1ccccc1OCCOc1ccc(/C=C2\C(=N)N3N=C(S(C)(=O)=O)SC3=NC2=O)cc1
43. O=C1NNC(c2ccccc2)=N/C1=C\c1ccccc1
44. O=C(NNS(=O)(=O)c1ccccc1C(F)(F)F)c1cc2ncc(C(F)(F)F)cc2s1
45. COc1ccccc1NC(=O)CCC(=O)OCc1cccc([N+](=O)[O-])c1
46. O=C(NC1CCCCC1)NC1CCN(S(=O)(=O)Cc2ccccc2)CC1
47. CC(c1ccco1)N(C(=O)c1ccc(Cl)s1)c1ccccn1 (stereo not given)
48. COc1ccc(OCCC(=O)OCC(=O)Nc2ccc(S(=O)(=O)N3CCOCC3)cc2)cc1
49. CCC(=O)NCCNc1nc2cc(C)cc(C)c2cc1C#N
50. O=C(OC(C(=O)NC1CCCC1)c1cccnc1)C1=Cc2ccccc2OC1 (stereo not given)
51. N#Cc1ccc(/C=N/NC(=O)CCc2ccc(S(=O)(=O)N3CCOCC3)cc2)cc1
52. ClCc1csc(-c2ccc(Cl)cc2)n1
53. CSc1ccccc1NC(=O)C1C2CCC(C2)C1C(=O)O (stereo not given)
compound no.	41	42	43	44	45	46	47	48	49	50	51	52	53
XIAP displacement	-4.8%	x	x	x	-6.0%	-0.3%	0.3%	1.0%	-2.0%	-1.6%	-1.1%	-1.1%	-3.7%
TNAP activation fold	1.1	x	x	x	1.1	1.1	1	1.1	1.1	1.1	1	1	1
PMI inhibition	5%	x	x	x	-7%	5%	-6%	6%	13%	3%	5%	-13%	-14%
LYP inhibition	-3%	6%	-8%	-1%	-12%	-2%	-6%	6%	-10%	-6%	20%	-4%	-10%
KOR beta-arrestin-1	-17%	-64%	-18%	14%	37%	5%	12%	-7%	16%[20 µM]	8%	5%	16%	-1%
NOD1 inhibition	-13%	-5%	10%	-3%	-5%	-14%	-2%	-24%	-24%	8%	-32%	-27%	-20%
human PMI inhibition	9%	x	x	x	-7%	7%	1%	-3%	-6%	1%	8%	-11%	-6%
KOR beta-arrestin-2	-0.5%	8.9%	1.3%	-2.2%	-4.2%	-3.3%	1.2%	-2.1%	x	3.3%	0.1%	0.9%	-1.6%
HEK293 NOD2/NF-kB	4%	30%	-6%	4%	10%	7%	5%	7%	25%	8%	7%	0%	14%
